Bioassay records: PubChem BioAssay, The Scripps Research Institute Molecular Screening Center
FXN GAA850 act – increases GAA850 frataxin promoter reporter activity | HEK293 lucGAA850 FXN promoter luciferase reporter, 24 h; percent of 10 µM SAHA response | activation, % at 6 µM | 360,000 compounds, 0.56% hits | AID 540364;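 active = activation above the average of all compounds screened plus 3 SD, cutoff fixed separately per campaign, cut at about 7.5% in these data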;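 note: 0% = DMSO wells and 100% = 10 µM SAHA wells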
sPLA2-III inh – Inhibits HGIII-sPLA2 liposome hydrolysis, primary screen. 370,000 compounds, 0.56% hits. inhibition, % at 12.2 µM. QFRET BODIPY PC-A2 liposome hydrolysis, fluorescence. Q9NZ20;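 active = inhibition above mean plus 3 SD of compounds lying within the high and low control bounds, cut at about 19% in these data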;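 note: 0% = median of test compound wells and 100% = no enzyme DMSO wells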
DAX1 inh-1 – DAX1 (NR0B1) inhibition, primary screen. HEK293T StAR-luciferase reporter, SF-1/DAX-1 repression relief. inhibition, % at 6.8 µM. 370,000 compounds, 1.1% hits. AID 652010;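 active = inhibition above the mean over all tested compounds plus 3 SD, cut at about 3.6% in these data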;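 note: 0% = DAX-1 cells with DMSO and 100% = cells lacking DAX-1 with DMSO; higher inhibition means more luminescence from relief of DAX-1 repression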
DAX1 inh-2 – NR0B1 (DAX1) inhibition; HEK293 Gal4-DAX1 luciferase reporter, luminescence; inhibition, % at 6.75 µM; 340,000 compounds, 0.99% hits; AID 504766;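 active = inhibition above the mean over all tested compounds plus 3 SD, cut at about 4.2% in these data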;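 note: 0% = DAX1-transfected cells with DMSO and 100% = empty-vector control cells with DMSO; inhibition shows as a rise in luminescence from relieved DAX1 repression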
Target sequence (P51843 207-470 limits assumed): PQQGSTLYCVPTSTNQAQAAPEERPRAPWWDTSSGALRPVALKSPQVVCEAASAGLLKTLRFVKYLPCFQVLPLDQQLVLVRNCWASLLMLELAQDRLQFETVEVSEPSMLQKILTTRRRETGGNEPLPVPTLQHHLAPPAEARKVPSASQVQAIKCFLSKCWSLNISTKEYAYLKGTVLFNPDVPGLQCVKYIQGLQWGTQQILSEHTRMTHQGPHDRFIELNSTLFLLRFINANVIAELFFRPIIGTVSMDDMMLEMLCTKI
PLCb3 inh – PLC-beta3 (human) inhibition, primary screen; Purified PLC-beta3, fluorogenic substrate, fluorescence; inhibition, % at 12.2 µM; 370,000 compounds, 0.18% hits; AID 720704; in the data active = inhibition above about 11%;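 note: 0% = median of compound wells on plate and 100% = full blocker control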
ssDAF12 agonist – activates DAF-12 receptor from parasite S. stercoralis | HEK293 ssDAF-12/GRIP1 lit1-tk-luc reporter, luminescence; % of 3 µM dafachronic acid response | activation, % at 6.8 µM | 370,000 compounds, 1% hits | AID 652126;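 active = activation above the mean over all tested compounds plus 3 SD, cut at about 0.9% in these data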;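 note: 0% = DMSO-only wells and 100% = 3 µM delta7-dafachronic acid wells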
hcDAF12 agonist – activates DAF-12 receptor from parasite H. contortus | HEK293 hcDAF-12 lit1-tk-luc reporter, luminescence; 0% DMSO, 100% Δ7-dafachronic acid | activation, % at 6.8 µM | 370,000 compounds, 1.4% hits | AID 652067;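 active = activation above the mean of all tested compounds plus 3 SD, cut at about 5.5% in these data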;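 note: 100% = response to 3 µM Δ7-dafachronic acid high control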
ADAM17 inh – ADAM17 inhibition, QFRET primary screen. P78536. recombinant ADAM17, EDANS/DABCYL FRET peptide cleavage. inhibition, % at 6.95 µM. 370,000 compounds, 0.83% hits;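 active = inhibition above the mean of compounds lying between control limits plus 3 SD, set per campaign, cut at about 8.5% in these data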;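 note: 0% = DMSO-only wells as the low control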
Target sequence (P78536 215-824 limits assumed): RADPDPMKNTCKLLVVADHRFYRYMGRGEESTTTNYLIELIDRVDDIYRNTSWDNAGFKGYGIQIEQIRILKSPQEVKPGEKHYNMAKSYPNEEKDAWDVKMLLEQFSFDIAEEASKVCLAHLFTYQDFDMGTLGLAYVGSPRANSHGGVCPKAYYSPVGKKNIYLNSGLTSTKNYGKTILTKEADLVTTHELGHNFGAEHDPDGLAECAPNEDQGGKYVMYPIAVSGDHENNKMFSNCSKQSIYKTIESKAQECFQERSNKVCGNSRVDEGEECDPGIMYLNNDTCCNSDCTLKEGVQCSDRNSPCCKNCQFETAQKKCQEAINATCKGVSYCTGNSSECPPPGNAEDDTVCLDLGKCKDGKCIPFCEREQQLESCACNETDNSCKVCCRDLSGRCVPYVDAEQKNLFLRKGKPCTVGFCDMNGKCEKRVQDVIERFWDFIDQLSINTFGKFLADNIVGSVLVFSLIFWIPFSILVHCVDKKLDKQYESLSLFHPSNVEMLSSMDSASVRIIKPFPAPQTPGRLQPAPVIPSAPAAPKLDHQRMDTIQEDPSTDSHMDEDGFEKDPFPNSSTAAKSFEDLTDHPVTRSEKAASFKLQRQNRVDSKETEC
ADAM10 inh – inhibits human ADAM10; 370,000 compounds, 0.62% hits; recombinant ADAM10, EDANS/DABCYL FRET peptide cleavage, 3 h; inhibition, % at 7 µM; O14672;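 active = inhibition above a per-campaign cutoff equal to the mean of compounds falling between control-based bounds plus 3 SD, cut at about 20% in these data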;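 note: 0% = DMSO wells while the 100% control is not disclosed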
hgDAF12 agonist – activates the H. glycines DAF-12 receptor ligand-binding domain; HEK293 GAL4-hgDAF12 UAS-luciferase reporter, agonist luminescence; normalized to butyrate control; activation, % at 6.8 µM; 370,000 compounds, 1.8% hits;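 active = activation above a cutoff set at the mean of all screened compounds plus 3 SD, cut at about 10% in these data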;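 note: 0% = DMSO wells and 100% = sodium butyrate wells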
PLC-gamma1 inh – blocks human PLC-gamma1 enzyme activity | purified PLC-gamma1, fluorogenic substrate, fluorescence | 370,000 compounds, 0.84% hits | inhibition, % at 12.2 µM; in the data active = inhibition above about 9.5%
Starred values were filed as active, the others as inactive.

What do the screens show for `COc1ccccc1C(=O)C1CCCN(C(=O)C2CCCC2)C1` (configuration not stated)?
FXN GAA850 act: 2.8; sPLA2-III inh: 5; DAX1 inh-1: 0.8; DAX1 inh-2: -0.3; PLCb3 inh: -4; ssDAF12 agonist: -0.9; hcDAF12 agonist: 1.0; ADAM17 inh: -6; ADAM10 inh: 4; hgDAF12 agonist: 2.5; PLC-gamma1 inh: 1

What do the screens show for `O=C(CNC(=O)c1cccc(F)c1)N/N=C/c1cccc([N+](=O)[O-])c1`?
FXN GAA850 act: 0.2; sPLA2-III inh: -34; DAX1 inh-1: 0.1; DAX1 inh-2: -0.3; PLCb3 inh: 6; ssDAF12 agonist: -1.1; hcDAF12 agonist: 0.5; ADAM17 inh: -1; ADAM10 inh: -3; hgDAF12 agonist: -3.3; PLC-gamma1 inh: 2

How did Oc1cccc2ccc(/C=C/c3c(F)cccc3Cl)nc12 do in these assays?
FXN GAA850 act: 3.4; sPLA2-III inh: 2; DAX1 inh-1: 3.7*; DAX1 inh-2: 3.8; PLCb3 inh: -8; ssDAF12 agonist: 2.0*; hcDAF12 agonist: 9.5*; ADAM17 inh: -1; ADAM10 inh: -1; hgDAF12 agonist: 18*; PLC-gamma1 inh: -6

How did CC(/C=N/Nc1nc2ccccc2[nH]1)=C\c1ccccc1 do in these assays?
FXN GAA850 act: 4.6; sPLA2-III inh: 1; DAX1 inh-1: 6.9*; DAX1 inh-2: 2.3; PLCb3 inh: -175; ssDAF12 agonist: 1.5*; hcDAF12 agonist: 8.8*; ADAM17 inh: -3; ADAM10 inh: -19; hgDAF12 agonist: 21*; PLC-gamma1 inh: -138

What do the screens show for `COc1ccc(CCNS(=O)(=O)c2cccc([N+](=O)[O-])c2)cc1OC`?
FXN GAA850 act: 2.9; sPLA2-III inh: -1; DAX1 inh-1: 0.0; DAX1 inh-2: -0.2; PLCb3 inh: 0; ssDAF12 agonist: -1.8; hcDAF12 agonist: -1.4; ADAM17 inh: -1; ADAM10 inh: -7; hgDAF12 agonist: -1.5; PLC-gamma1 inh: 1

What do the screens show for `COc1cccc(-c2nc(CS(=O)(=O)CC(=O)NCc3ccc4c(c3)OCO4)c(C)o2)c1`?
FXN GAA850 act: 0.4; sPLA2-III inh: -3; DAX1 inh-1: -0.5; DAX1 inh-2: 0.5; PLCb3 inh: -10; ssDAF12 agonist: -1.4; hcDAF12 agonist: -3.2; ADAM17 inh: -2; ADAM10 inh: -11; hgDAF12 agonist: -2.0; PLC-gamma1 inh: 0

Results for CCCCCNC(=O)c1ccc2c(=O)[nH]c3c(C(=O)NCC4CCCO4)sc(=S)n3c2c1 (configuration not stated) ?
FXN GAA850 act: -1.4; sPLA2-III inh: 2; DAX1 inh-1: -0.3; DAX1 inh-2: 0.4; PLCb3 inh: -9; ssDAF12 agonist: -1.3; hcDAF12 agonist: -0.2; ADAM17 inh: -3; ADAM10 inh: -12; hgDAF12 agonist: 1.2; PLC-gamma1 inh: -5

How did NC(=S)NN=C(Cc1ccccc1)Cc1ccccc1 do in these assays?
FXN GAA850 act: -4.2; sPLA2-III inh: -2; DAX1 inh-1: -2.4; DAX1 inh-2: 0.2; PLCb3 inh: -6; ssDAF12 agonist: -1.5; hcDAF12 agonist: -1.1; ADAM17 inh: -5; ADAM10 inh: 1; hgDAF12 agonist: -0.3; PLC-gamma1 inh: 0

How did N#CCN1CCC/C1=C\[N+](=O)[O-] do in these assays?
FXN GAA850 act: 1.9; sPLA2-III inh: 0; DAX1 inh-1: 0.2; DAX1 inh-2: -1.1; PLCb3 inh: 4; ssDAF12 agonist: -1.0; hcDAF12 agonist: 0.9; ADAM17 inh: 0; ADAM10 inh: 4; hgDAF12 agonist: -3.9; PLC-gamma1 inh: 5

What do the screens show for `CCOC(=O)C1CCN(C(=O)c2ccc(C)o2)CC1`?
FXN GAA850 act: 2.2; sPLA2-III inh: 2; DAX1 inh-1: -0.2; DAX1 inh-2: 2.2; PLCb3 inh: 0; ssDAF12 agonist: -1.2; hcDAF12 agonist: 2.0; ADAM17 inh: -2; ADAM10 inh: -3; hgDAF12 agonist: 1.3; PLC-gamma1 inh: -3

What do the screens show for `COCc1cc(CN2CCCC2)c(O)c2ncccc12`?
FXN GAA850 act: 4.0; sPLA2-III inh: -6; DAX1 inh-1: -0.6; DAX1 inh-2: 0.2; PLCb3 inh: -10; ssDAF12 agonist: -0.3; hcDAF12 agonist: -2.3; ADAM17 inh: 2; ADAM10 inh: 0; hgDAF12 agonist: -1.0; PLC-gamma1 inh: -8

What do the screens show for `Cc1cc(OCC(=O)NC2CC(C)(C)NC(C)(C)C2)c(C)cc1Br`?
FXN GAA850 act: -1.1; sPLA2-III inh: 7; DAX1 inh-1: 1.9; DAX1 inh-2: 0.5; PLCb3 inh: 1; ssDAF12 agonist: -0.8; hcDAF12 agonist: -0.8; ADAM17 inh: -1; ADAM10 inh: 8; hgDAF12 agonist: -1.9; PLC-gamma1 inh: 5

How did COC(=O)c1ccccc1NC(=S)NC(NC(=O)COc1ccccc1)C(Cl)(Cl)Cl (configuration not stated) do in these assays?
FXN GAA850 act: 0.4; sPLA2-III inh: 4; DAX1 inh-1: 1.2; DAX1 inh-2: 0.0; PLCb3 inh: 1; ssDAF12 agonist: -1.4; hcDAF12 agonist: -0.6; ADAM17 inh: 4; ADAM10 inh: -3; hgDAF12 agonist: 0.7; PLC-gamma1 inh: -1

How did COc1cc2c(=O)n(CCC(=O)NCC3CCCO3)c(=O)n(CC(=O)Nc3ccc(C)cc3)c2cc1OC (configuration not stated) do in these assays?
FXN GAA850 act: -0.7; sPLA2-III inh: 5; DAX1 inh-1: 0.1; DAX1 inh-2: 0.1; PLCb3 inh: -8; ssDAF12 agonist: -0.3; hcDAF12 agonist: 0.3; ADAM17 inh: -7; ADAM10 inh: -7; hgDAF12 agonist: 0.3; PLC-gamma1 inh: 1

Results for O=C(CSc1ccc2ccccc2n1)c1ccc2c(c1)OCO2 ?
FXN GAA850 act: 4.2; sPLA2-III inh: -68; DAX1 inh-1: 3.5; DAX1 inh-2: 1.8; PLCb3 inh: -3; ssDAF12 agonist: 2.3*; hcDAF12 agonist: 5.3; ADAM17 inh: 6; ADAM10 inh: 8; hgDAF12 agonist: 9.7; PLC-gamma1 inh: 0

Results for Cc1cc(C)n(C(=O)c2cccc(S(=O)(=O)N3CCOCC3)c2)n1 ?
FXN GAA850 act: 0.3; sPLA2-III inh: -2; DAX1 inh-1: -0.1; DAX1 inh-2: 0.7; PLCb3 inh: 0; ssDAF12 agonist: -0.6; hcDAF12 agonist: -1.1; ADAM17 inh: -8; ADAM10 inh: -1; hgDAF12 agonist: -1.4; PLC-gamma1 inh: 0

Results for Cc1cccc(N2C(=O)CC(Sc3nccc(C)n3)C2=O)c1 (configuration not stated) ?
FXN GAA850 act: 0.4; sPLA2-III inh: -3; DAX1 inh-1: 0.4; DAX1 inh-2: -0.4; PLCb3 inh: -2; ssDAF12 agonist: -1.5; hcDAF12 agonist: -0.4; ADAM17 inh: -1; ADAM10 inh: 2; hgDAF12 agonist: -1.6; PLC-gamma1 inh: 1

What do the screens show for `CCOC(=O)N1CC(=O)Nc2ccc(Br)cc2C1c1ccccc1` (configuration not stated)?
FXN GAA850 act: 2.6; sPLA2-III inh: 9; DAX1 inh-1: 0.8; DAX1 inh-2: 1.3; PLCb3 inh: -2; ssDAF12 agonist: -1.2; hcDAF12 agonist: -2.4; ADAM17 inh: -3; ADAM10 inh: 9; hgDAF12 agonist: -1.3; PLC-gamma1 inh: 4

What do the screens show for `O=[N+]([O-])c1ccccc1C=NNC(=S)NN=Cc1ccccc1[N+](=O)[O-]`?
FXN GAA850 act: -3.8; sPLA2-III inh: 24*; DAX1 inh-1: 0.9; DAX1 inh-2: -0.7; PLCb3 inh: -1; ssDAF12 agonist: -0.9; hcDAF12 agonist: 0.5; ADAM17 inh: -1; ADAM10 inh: -12; hgDAF12 agonist: 1.4; PLC-gamma1 inh: 3

What do the screens show for `COCCN(C(=O)COC(=O)c1nc(Cl)ccc1Cl)c1c(N)n(Cc2ccccc2)c(=O)[nH]c1=O`?
FXN GAA850 act: 1.0; sPLA2-III inh: 0; DAX1 inh-1: 2.0; DAX1 inh-2: 1.3; PLCb3 inh: -16; ssDAF12 agonist: 0.6; hcDAF12 agonist: -0.8; ADAM17 inh: -2; ADAM10 inh: -2; hgDAF12 agonist: -1.3; PLC-gamma1 inh: 1

Results for Cc1cc(C)cc(NC(=O)CN(C)S(=O)(=O)c2cnc[nH]2)c1 ?
FXN GAA850 act: 2.7; sPLA2-III inh: -18; DAX1 inh-1: 0.5; DAX1 inh-2: 0.8; PLCb3 inh: 0; ssDAF12 agonist: -0.6; hcDAF12 agonist: -0.9; ADAM17 inh: -15; ADAM10 inh: 1; hgDAF12 agonist: -0.3; PLC-gamma1 inh: 3

How did COc1ccc(NC(=O)[C@@H](NC(=O)c2ccccc2)C(C)C)cc1S(=O)(=O)N1CCCCC1 do in these assays?
FXN GAA850 act: -5.4; sPLA2-III inh: -5; DAX1 inh-1: -0.9; DAX1 inh-2: 0.2; PLCb3 inh: -2; ssDAF12 agonist: -0.5; hcDAF12 agonist: -2.0; ADAM17 inh: -3; ADAM10 inh: -4; hgDAF12 agonist: 0.5; PLC-gamma1 inh: 1

What do the screens show for `Cc1c(C(=O)NCCc2ccc(Cl)cc2)sc2nc3n(c(=O)c12)CCC3`?
FXN GAA850 act: 3.2; sPLA2-III inh: -3; DAX1 inh-1: 0.2; DAX1 inh-2: 0.3; PLCb3 inh: 3; ssDAF12 agonist: -1.2; hcDAF12 agonist: -4.2; ADAM17 inh: -3; ADAM10 inh: -1; hgDAF12 agonist: 0.6; PLC-gamma1 inh: -1

What do the screens show for `O=S(=O)(NCCOCCNS(=O)(=O)c1ccccc1)c1ccccc1`?
FXN GAA850 act: 2.3; sPLA2-III inh: -12; DAX1 inh-1: -0.1; DAX1 inh-2: 0.6; PLCb3 inh: 5; ssDAF12 agonist: -1.5; hcDAF12 agonist: -1.9; ADAM17 inh: 5; ADAM10 inh: 3; hgDAF12 agonist: -0.9; PLC-gamma1 inh: 11*
